Screens: PubChem BioAssay, The Scripps Research Institute Molecular Screening Center
TTR transcr act: activators of transthyretin transcription. SH-SY5Y TTR promoter Gaussia luciferase, luminescence; 100% = recombinant luciferase protein wells. hit rate 1.3% among 92,000. activation, % at 16.7 µM;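 active means activation above the mean of all tested compounds plus 3 SD, cut at about 9.5% in these data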;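 further: cells exposed to compounds for one day before reading; 0% = median of all test compound wells on the plate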
* hit, by the source's call.

SMILES | TTR transcr act
Cc1ccc(/C=N/NC(=O)CNC(=O)COc2ccccc2)cc1 | -1.4
CN=c1scc(-c2cc(OC)ccc2OC)n1/N=C/c1c(C)[nH]c2ccccc12 | -3.8
CC(C)(C)c1ccc(-c2ccc3c(c2)S(=O)(=O)c2ccccc2C3=O)cc1 | 1.6
COc1ccc(OCCCC(=O)Nc2ccc3c(c2)OCO3)cc1 | 0.9
O=C(O)c1ccccc1C(=O)Nc1ccccc1NC(=O)c1ccccc1C(=O)O | -1.0
O=c1cc(-c2cccc(Br)c2)oc2cccc(O)c12 | -0.9
Cn1c(=O)c2c(nc(SCCN3CCOCC3)n2Cc2cccc3ccccc23)n(C)c1=O | -2.9
CSc1nc2sc3c(c2c(=S)[nH]1)CC(C)(C)OC3 | -2.5
COc1ccc2c(C)c(C(=O)O)oc2c1 | 0.1
O=C(COC(=O)C1CC(=O)N(c2nc(-c3ccccc3)cs2)C1)c1ccccc1 (stereo unspecified) | 0.9
O=C(c1cnn2c(C(F)F)cc(C3CC3)nc12)N1CCCC1 | -1.6
COc1ccccc1-c1coc2c(CN3CCOCC3)c(O)ccc2c1=O | 1.4
CCC(C)[C@H](NC(=O)NC1CCN(Cc2ccccc2)CC1)C(=O)OC (stereo partly specified) | 2.4
O=C(Cn1nc(-c2ccccc2)c2ccccc2c1=O)Nc1cccc(O)c1 | -3.0
COc1ccccc1-c1ccc([C@@H]2C[C@H]3[C@@H](CN2)CON3C)cc1 | 0.1
COc1ccccc1NC(=O)N1CCC(NC(=O)C(Cc2ccccc2F)NC(C)=O)CC1 (stereo unspecified) | 0.2
Cc1ccc(S(=O)(=O)Nc2ccc(Cl)cc2)cc1NC(=O)Cn1cnc2c1c(=O)n(C)c(=O)n2C | -0.4
CCn1c(=O)c(C(=O)CN2c3ccccc3CC2C)c(N)n(Cc2ccccc2)c1=O (stereo unspecified) | 1.8
Cc1ccc(-c2nnc(SCC(=O)N/N=C/c3ccccc3C(=O)O)n2-c2ccc(Cl)cc2)cc1 | -2.6
Cc1ccc(NC(=O)CCSCCc2ccccn2)cc1 | 0.5
COC(=O)[C@@]1(Sc2ccc(C)cc2)CC(=O)N[C@@H]1c1ccc(Br)cc1 | -0.5
CN(C)Cc1nnnn1-c1cccc(-n2nnnc2CN(C)C)c1 | 1.8
CC1=NN(C(C#N)c2ccc([N+](=O)[O-])cc2)C(C)(C)C1 (stereo unspecified) | 1.9
Cc1nc2ccc([N+](=O)[O-])cc2c(=O)n1Cc1cccc(Br)c1 | 3.4
COC(=O)COC(=O)c1ccccc1NC(=O)c1ccccc1 | -1.9
CSc1nnc(-c2sc3cc(C(F)(F)F)cnc3c2-c2ccccc2)n1C | 0.1
COc1ccc(NS(=O)(=O)c2ccc(O)c(C(=O)OCC(=O)NC3CCCCC3)c2)cc1 | -0.2
O=C1CCCC2=C1C1(CCCCC1)N=C(Nc1nc3ccccc3s1)N2 | -0.5
COC(=O)c1sc(S(=O)(=O)Nc2ccc(Br)cc2)c(C(=O)OC)c1C | 1.6
CC1(c2ccccc2)CC(C)(C)N2C(=O)/C(=C3\SC(=S)NC3=O)c3cccc1c32 (stereo unspecified) | 0.1
CCN(c1ccccc1)S(=O)(=O)c1nnc(NC(=O)c2ccco2)s1 | 0.6
O=C(NCCS(=O)(=O)NCc1ccccc1)c1ccc2c(c1)OCO2 | 0.9
C/C(=N/NC(=O)Cc1cccn1C)c1ccccc1 | -0.4
Cc1ccc(C(=O)N2CCN(c3ccccc3Cl)CC2)cc1[N+](=O)[O-] | 1.2
O=C(NC1CCCC1)c1cccc(Oc2ccccc2)c1 | 2.5
Cc1sc2ncn(CC(=O)N3CCCCC3)c(=O)c2c1C | 0.8
CN1C(=O)N(CC(=O)Nc2nccs2)C(=O)C12CCCCC2 | -0.8
Cc1cc(SCC(=O)c2ccccc2)nc(SCC(=O)c2ccccc2)n1 | -0.6
Nc1nnc(SCC(=O)Nc2ccc(F)c(Cl)c2)n1-c1ccccc1 | 4.0
CCOC(=O)N1CCN(C(=O)Cn2nc(C)c3sc4ccccc4c3c2=O)CC1 | -1.5

Structures shown so far containing bromine (four):
SMILES | TTR transcr act
O=c1cc(-c2cccc(Br)c2)oc2cccc(O)c12 | -0.9
COC(=O)[C@@]1(Sc2ccc(C)cc2)CC(=O)N[C@@H]1c1ccc(Br)cc1 | -0.5
Cc1nc2ccc([N+](=O)[O-])cc2c(=O)n1Cc1cccc(Br)c1 | 3.4
COC(=O)c1sc(S(=O)(=O)Nc2ccc(Br)cc2)c(C(=O)OC)c1C | 1.6

Remaining list, next part:
SMILES | TTR transcr act
Cc1nonc1OCCNCc1c(C(=O)N(C)C)nc2ccc(Cl)cn12 | 0.0
Cc1ccc(C)c(Cn2nc(-c3cc(C)ccc3C)ccc2=O)c1 | 0.6
COCCNC(=O)c1ccc(C)c(NC(=O)C2=C(C)OCCS2)c1 | 0.6
Cc1cc(=O)n2nc(N3CCCC(C(=O)NCc4cccc(Br)c4)C3)sc2n1 (stereo unspecified) | -0.9
Cn1c(=O)c2c(O)c(C=NCc3ccccc3)c(=O)n(C)c2n(C)c1=O | -2.4
CC(O)CNc1nc2c(c(=O)n(Cc3ccc(Cl)cc3)c(=O)n2C)n1C (stereo unspecified) | 4.4
Cc1nnc(SCC(=O)NNC(=O)c2ccco2)n1-c1cccc(Cl)c1 | 1.7
CCCCn1c2c(c(=N)c3c1CCC3)CCC2 | -2.8
CC1(C)COC(c2cc3c(cc2Br)OCO3)OC1 | 1.2
Cc1cn(CC(=O)NCc2ccccc2)c(=O)[nH]c1=O | -1.0
COc1ccc(CCC(=O)N2c3ccccc3CC2C)cc1 (stereo unspecified) | -1.6
c1coc(-c2nnc3sc(C4CCCCC4)nn23)c1 | 0.5
CCc1c(O)nc(SCC(=O)Nc2nc3ccccc3s2)n(-c2ccc(C)cc2)c1=O | 0.2
CC1(c2cccc(Br)c2)NC(=O)N(CC(=O)Nc2ccc3c(c2)OCCO3)C1=O (stereo unspecified) | -1.1
NC(CCc1ccccc1)c1csc(Nc2ccc(C(=O)NCCCO)cn2)n1 (stereo unspecified) | 1.9
Clc1ncnc2[nH]ccc12 | 7.5
O=C(N/N=C/c1ccc2c(c1)OCO2)c1sc2cccc(Cl)c2c1Cl | 4.5
Cc1ccsc1C(=O)N1CCC1(C)C(=O)NS(=O)(=O)c1cccc(F)c1 (stereo unspecified) | -1.4
Clc1ccc(-c2nnc(N3CCOCC3)o2)cc1 | -1.2
CC(C)(C)NC(=O)[C@]1(C)CCC[C@@]2(C)C3CC[C@@]4(C)C[C@]3(CCC21)CC4=O (stereo partly specified) | 0.4
C/C(=N\NC(=O)C12CCC(C)(C(=O)O1)C2(C)C)c1ccccc1O (stereo unspecified) | -1.1
Cc1cc(=O)oc2c1ccc1ccccc12 | -0.2
COc1cccc(NC(=O)C2CC2)c1 | 0.8
Cc1sc2ncnc(NCc3cccnc3)c2c1C | 1.3
Cc1nn(CC(=O)N2CCCc3ccccc32)c(C)c1[N+](=O)[O-] | 2.9
Cc1ccc(S(=O)(=O)N(CCCc2c(C)nc[nH]c2=O)c2ccccc2)cc1 | 0.9
CCOC(=O)c1ccc(/C=C2/C=C(c3ccccc3)N(c3ccc(Cl)c(C(=O)O)c3)C2=O)cc1 | -0.1
CCS(=O)(=O)C(=C1Nc2ccccc2N1)S(=O)(=O)CC | 21*
COc1ccc(/C=C2\SC(=N)N(c3nccs3)C2=O)cc1OC | -2.2
Cc1cccc(Cn2cc(COC(=O)N3CCOCC3)nn2)c1 | -0.7
COCCN(CC(=O)Nc1ccc(F)cc1)S(=O)(=O)c1ccc(S(=O)(=O)N2CCCC2)cc1 | 7.6
C/C(CC(=O)Nc1ccc2c(c1)OCCO2)=N\NC(=O)C(=O)Nc1ccccc1C | -1.1

Some values from above.
In TTR transcr act, COCCN(CC(=O)Nc1ccc(F)cc1)S(=O)(=O)c1ccc(S(=O)(=O)N2CCCC2)cc1 shows 7.6
In TTR transcr act, CCOC(=O)c1ccc(/C=C2/C=C(c3ccccc3)N(c3ccc(Cl)c(C(=O)O)c3)C2=O)cc1 shows -0.1
In TTR transcr act, COc1ccc(/C=C2\SC(=N)N(c3nccs3)C2=O)cc1OC shows -2.2
In TTR transcr act, CCS(=O)(=O)C(=C1Nc2ccccc2N1)S(=O)(=O)CC shows 21*
In TTR transcr act, C/C(CC(=O)Nc1ccc2c(c1)OCCO2)=N\NC(=O)C(=O)Nc1ccccc1C shows -1.1
In TTR transcr act, Cc1cccc(Cn2cc(COC(=O)N3CCOCC3)nn2)c1 shows -0.7
In TTR transcr act, Cc1nn(CC(=O)N2CCCc3ccccc32)c(C)c1[N+](=O)[O-] shows 2.9

Following part
SMILES | TTR transcr act
Cc1cc(C)c2c(N)c(C(=O)Nc3ncc(C)s3)sc2n1 | 2.9
O=C(NNC(=O)c1ccc(Cl)c(Cl)c1)c1cccnc1 | 2.2
CCCCOC(=O)Nc1ccc(S(=O)(=O)Nn2cnnc2)cc1 | 5.7
Cn1nnnc1SCC(=O)N1CCN(S(=O)(=O)c2ccccc2)CC1 | 2.1
COc1cc(SC)ccc1C(=O)N(Cc1ccccc1)c1ccccn1 | -2.3
CCN1CC(CN(C)Cc2nc(-c3ccco3)oc2C)CC1=O (stereo unspecified) | 4.0
CCOC(=O)N1CCc2c(sc3nc4n(c(=O)c23)N=C(c2ccc(OC)cc2)CS4)C1 | -1.3
Cc1nc(NC(=S)NC(=O)c2cccs2)ccc1Br | 0.9
CC1(C(=O)NS(=O)(=O)c2ccc(F)cc2F)CCN1C(=O)C/C=C/c1ccccc1 (stereo unspecified) | -0.5
COc1cccc(CN(C)C(=O)c2ccc(N3CCCC3)c([N+](=O)[O-])c2)c1 | 2.5
COC(=O)c1ccc(-c2csc(NC(=O)c3ccc(S(=O)(=O)N4CCc5ccccc5C4)cc3)n2)cc1 | -0.2
Cc1ccc(C(=O)N/N=C2\CCCc3ccccc32)c(C)c1 | 1.3
Cc1ccc(-c2noc(Cn3nc(C(=O)O)c4ccccc4c3=O)n2)cc1 | 1.6
CC(=O)OCC(OC(C)=O)C(OC(C)=O)C(OC(C)=O)C(=O)Nc1ccc(C)cc1C (stereo unspecified) | -0.6
Clc1ccc(CN2C3=NCCN3c3ccccc32)cc1 | 2.0
COCC(O)CNc1ccccc1 (stereo unspecified) | -0.1
O=C(NCCOc1cccnc1)c1ccc(OC2CCN(Cc3ccccn3)CC2)cc1 | -0.8
CCc1ccc(NC(=S)N2CCNC(=O)C2CC(=O)OC)cc1 (stereo unspecified) | 3.6
COc1ccc(Cl)cc1NC(=O)CN1C(=O)CC(C)S(=O)(=O)c2ccccc21 (stereo unspecified) | -0.8
O=C(N=Nc1c(O)[nH]c2ccccc12)c1ccc2c(c1)OCO2 | 0.2
CCN(CC(=O)NC(c1ccccc1)c1ccccc1)Cc1nc2ccccc2c(=O)[nH]1 | -2.4
CN(C)CCCNc1nc(N)c([N+](=O)[O-])c(NCCO)n1 | -2.0
Cc1cc2oc(C(=O)NC3CCS(=O)(=O)C3)c(C)c2cc1C (stereo unspecified) | -0.4
CC(NC(=O)c1ccc2ccccc2n1)c1ccccc1 (stereo unspecified) | -1.1
O=C(NCc1ccc(F)cc1)c1cc(-c2ccco2)on1 | 1.7
CCCCC(=O)Nc1ccc(C)c(S(=O)(=O)N2CCCCCC2)c1 | -1.2
C=CCn1c(-c2ccccc2OCC)n[nH]c1=S | 0.8
CC1(C2CCC3(C)OC3C2)CO1 (stereo unspecified) | 0.3
C=CCn1c(-c2cc(-c3ccc(C)cc3)nc3ccccc23)n[nH]c1=S | -0.6
O=C(NCc1ccncc1)C(=O)Nc1nccs1 | -1.5
CCC1(c2ccccc2)NC(=O)N(CC(=O)Nc2ccc(OC)nc2)C1=O (stereo unspecified) | -0.4
O=C(Cc1cc(=O)[nH]c(=O)[nH]1)NCc1ccc(Cl)cc1 | 1.3
Fc1cccc(-c2nn[nH]n2)c1 | 0.6
O=C(NCc1ccco1)/C(=C\c1ccco1)NC(=O)c1ccccc1Cl | -0.2
CC(C)CC(N)c1csc(Nc2cc(Oc3ccccc3)ncn2)n1 (stereo unspecified) | -1.1
Cc1cccc(C(C)C)c1NC(=O)C1CCN(S(=O)(=O)c2ccccc2)CC1 | -2.6
CC(NC(=O)c1nn(C)c(=O)c2ccccc12)c1ccccc1 (stereo unspecified) | 0.6
Cc1ccc(CSc2nnc(SCC(=O)N/N=C/c3ccccc3OCC(=O)O)s2)cc1 | 0.3
CC(=O)NCCc1nc2cc(NC(=O)c3cccs3)ccc2n1C | 1.0
COC(=O)c1cnc(Nc2cccc(C(F)(F)F)c2)c([N+](=O)[O-])c1 | -1.8

Some of the entries above, set out differently.
> O=C(NCc1ccco1)/C(=C\c1ccco1)NC(=O)c1ccccc1Cl
- TTR transcr act = -0.2

> COC(=O)c1cnc(Nc2cccc(C(F)(F)F)c2)c([N+](=O)[O-])c1
- TTR transcr act = -1.8

(next part)
SMILES | TTR transcr act
COCCCNS(=O)(=O)c1ccccc1 | 2.7
O=C(c1cccs1)N1C[C@@H](O)[C@H](n2cc(C3CC3)nn2)C[C@@H]1c1ccccc1 | 0.4
CC1(C)CC(=O)C2=C(C1)NC(Nc1nc3ccccc3o1)=NC21CCCCC1 | 0.8
COc1ccc(Cc2nnc(SCC(=O)Nc3ccc(N4CCOCC4)cc3)o2)cc1 | -0.9
COc1ccccc1C/C(N)=N/OC(=O)c1cccc([N+](=O)[O-])c1C | 2.5
CCOc1ccccc1NS(=O)(=O)c1ccc2oc(=O)ccc2c1 | 0.6
Cc1ccc(NC(=O)CSc2ccc(-c3cccnc3)nn2)cc1Cl | -1.2
O=C(O)Cn1c(-c2cscn2)nc2ccccc21 | -1.0
Cc1[nH]c(=O)[nH]c(=O)c1N(C)C | 2.9
CCOC(=O)C(CCCCCCC(NC(C)=O)(C(=O)OCC)C(=O)OCC)(NC(C)=O)C(=O)OCC | -0.5
CC(C)SCCCCOc1ccc2ccccc2c1 | -1.0
C[C@H](CO)N1C[C@H](C)[C@H](CN(C)Cc2ccc(C(=O)O)cc2)OCc2ccccc2-c2c(n(C)c3ccccc23)C1=O | 3.0
COc1cc2ccccc2cc1C(=O)Nc1ccccc1N1CCN(S(C)(=O)=O)CC1 | 0.1
O=c1oc(-c2ccco2)nc2sc3c(c12)CCCCC3 | -0.1
CC1=C(C(=O)N(C(C)C)C(C)C)CC(CC(=O)NCCc2ccccn2)C(=O)N1CCCN1CCCC1=O (stereo unspecified) | -1.5
COC(=O)c1c(-c2ccccc2)csc1N1C(=O)Nc2ccccc2N1O | -1.1

An excerpt; the hit share may differ from the screen's.
